Screening data deposited in PubChem by National Center for Advancing Translational Sciences (NCATS).
TDP1 cell CPT = DT40-hTDP1 cell growth loss with CPT; chicken DT40 Tdp1-/-;hTDP1 cells + 20 nM CPT, ATP luminescence, 48 h; Potency, µM (series often up to 46.2 µM), for inactives: at the top dose activity change, negative = growth inhibition, hits mostly inhibitors; 420,000 compounds, 12% hits; note: nearly all actives have a fitted effect of over 55% in size
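Cell growth measured by CellTiter-Glo luminescence after a minimum 48 h, 37 C compound exposure with 20 nM CPT in Tdp1-knockout DT40 cells stably expressing hTDP1, seeded 400/well; qHTS titration format.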
KAT2A inh = inhibitors of human GCN5L2 histone acetyltransferase. Q92830. GCN5L2 HAT assay, ThioGlo1 CoA-SH fluorescence. 390,000 compounds, 0.21% hits. Potency, µM (doses to about 58.9 µM), for the others: at the highest dose activity change, negative = inhibition, most hits filed as inhibitors
Target sequence (Q92830 whole entry, looked up): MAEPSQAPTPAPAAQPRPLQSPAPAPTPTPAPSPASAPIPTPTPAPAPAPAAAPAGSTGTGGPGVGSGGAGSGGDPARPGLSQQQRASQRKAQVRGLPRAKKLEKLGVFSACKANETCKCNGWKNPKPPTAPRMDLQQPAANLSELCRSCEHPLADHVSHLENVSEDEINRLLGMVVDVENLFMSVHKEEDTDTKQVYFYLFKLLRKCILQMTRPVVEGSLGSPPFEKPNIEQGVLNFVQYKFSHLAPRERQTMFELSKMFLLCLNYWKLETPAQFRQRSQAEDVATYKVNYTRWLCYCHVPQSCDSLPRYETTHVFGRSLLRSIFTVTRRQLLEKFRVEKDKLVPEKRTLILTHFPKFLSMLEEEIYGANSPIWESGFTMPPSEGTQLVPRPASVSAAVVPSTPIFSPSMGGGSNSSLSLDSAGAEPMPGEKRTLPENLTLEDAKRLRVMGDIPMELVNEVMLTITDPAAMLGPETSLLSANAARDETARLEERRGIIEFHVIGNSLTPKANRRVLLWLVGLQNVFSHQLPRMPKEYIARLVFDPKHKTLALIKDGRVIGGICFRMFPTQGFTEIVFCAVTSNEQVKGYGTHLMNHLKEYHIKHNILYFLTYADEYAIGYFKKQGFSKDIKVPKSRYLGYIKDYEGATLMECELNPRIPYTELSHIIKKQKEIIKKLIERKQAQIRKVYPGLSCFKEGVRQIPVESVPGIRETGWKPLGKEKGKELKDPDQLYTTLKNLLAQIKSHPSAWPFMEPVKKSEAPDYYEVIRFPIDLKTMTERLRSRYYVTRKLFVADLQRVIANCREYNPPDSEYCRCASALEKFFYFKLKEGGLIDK
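Compounds, pin-transferred from DMSO stocks, meet 20nM GCN5L2 for 15 min before the reaction begins with H3(1-25) peptide (75uM) and acetyl-CoA (70uM). Thiol-reactive ThioGlo1 reports CoA release over 20 min at room temperature.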
DT40 TDP1 no CPT = qHTS for Inhibitors of human tyrosyl-DNA phosphodiesterase 1 (TDP1): qHTS in cells in absence of CPT; DT40 Tdp1-/- hTDP1 cells, no CPT, ATP luminescence, 48 h; Potency, µM (top dose mostly 46.2 µM), without a hit: top-dose activity change, negative = growth inhibition, actives largely listed as inhibitors; 420,000 compounds, 15% hits; AID 686978, 2013; note: nearly all actives have a fitted effect of over 55% in size
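No-CPT arm: Tdp1-/-;hTDP1 DT40 cells (400/well) plus compounds, incubated ≥48 hr at 37 °C. Readout CellTiter-Glo luminescence.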
* = called active by the depositor; u = inconclusive; x = not tested or not shown; & = joins results of further samples; [ ] = another dose, or the depositor's remark. Calls come from the whole dose curve; as a rule, active = well fitted curve in the direction sought with a large enough effect; inconclusive = small, poorly fitted or top-dose-only effect, or another doubt; inactive = no such curve, though single readings can be large; an effect the other way counts as inactive or inconclusive. % is set by controls: 0 for no effect and ±100 for the full control effect; potency is the fitted concentration of half-maximal effect. These rows are one share of the data. The share of hits here may be higher or lower than overall.

Molecule | TDP1 cell CPT | KAT2A inh | DT40 TDP1 no CPT
Cc1ccc(/C=C/c2nc3ccccc3[nH]2)cc1 | 10µM* | 1% | 13µM*
Cc1ccccc1NC(=O)COC(=O)c1n[nH]c(=O)c2ccccc12 | 6% | -4% | -11%
Cc1ccc(/C=N/N2C(=S)SC(C)(C)C2N(O)C(=O)Nc2ccc([N+](=O)[O-])cc2)cc1 (centres undefined) | u | -7% | 18µM*
COc1cc(/C=N/N=C(N)N)ccc1OCc1ccccc1Cl | u | -7% | 15µM*
CCc1ccc(CNC(=O)C(=O)NCCc2ccc(OC)c(OC)c2)cc1 | -12% | x | -18%
CCOc1ccc(S(=O)(=O)Oc2ccc3ccccc3c2)cc1 | u | -1% | u
Cc1ccc(C)c(NC(=S)/C(=C(\[O-])c2ccc(Cl)s2)[n+]2ccccc2)c1 | -18% | -6% | -14%
CC(CNC(=O)CCS(=O)(=O)c1cc2c(cc1Cl)NC(=O)CO2)c1ccccc1 (centres undefined) | 13%&7% | 2%&-7% | -9%&-30%
Cc1ccc(CNc2ncnc3c2cnn3-c2ccc(C)cc2C)cc1 | u | -9% | u
CC(OC(=O)CC1Sc2ccccc2NC1=O)C(=O)N(C)Cc1ccccc1 (centres undefined) | u | x | 21µM*
Clc1nc2c(ccc3ccccc32)[nH]1 | 5% | -3% | -8%
Cc1ccccc1CSCC(=O)NNC(=S)NCC1CCCO1 (centres undefined) | 0% | -29% | u
O=C(NCc1ccccc1F)C(c1ccccc1)c1ccccc1 | -9% | -3% | -6%
O=S1(=O)CCOC[C@H](Cc2ccccc2)N1Cc1ccccc1Br | u | x | u
COC(=O)CN1C(=O)C2(C(C#N)=C(N)Oc3cc(C)oc(=O)c32)c2ccccc21 (centres undefined) | -1% | -7% | 8%

Brought forward from above: 3 compounds; new compounds follow.
Molecule | TDP1 cell CPT | KAT2A inh | DT40 TDP1 no CPT
O=C(NCc1ccccc1F)C(c1ccccc1)c1ccccc1 | -9% | -3% | -6%
O=S1(=O)CCOC[C@H](Cc2ccccc2)N1Cc1ccccc1Br | u | x | u
COC(=O)CN1C(=O)C2(C(C#N)=C(N)Oc3cc(C)oc(=O)c32)c2ccccc21 (centres undefined) | -1% | -7% | 8%
Cc1ccc(-c2nn(CC(=O)NCc3cc(-c4nn(C)c(=O)c5ccccc45)ccc3C)c(=O)c3ccccc23)cc1 | 15µM* | -1% | 13µM*
CN(C)CC(C)(C)CNC(=O)c1cnn(-c2nccc(-c3ccc4c(c3)OCO4)n2)c1-c1ccco1 | -20%[9.04 µM] | x | u
N#Cc1cc(-c2ccccc2)nnc1Sc1ccccc1 | -11% | -19% | -20%
N#CCc1ccc(NC(=O)Cn2c(=O)oc3ccccc32)cc1 | 0% | -10% | 3%
COc1ccc(Cl)cc1NC(=O)CN(C(=O)c1ccco1)C1CCCCC1 | -25% | -9% | u
CC(=O)C1C(c2ccc(F)cc2)c2c(noc2C)CC1(C)O (centres undefined) | 5% | 2% | 3%
O=C(C1CCCO1)N1CCN(S(=O)(=O)c2ccc(Br)cc2)CC1 (centres undefined) | -5% | -13% | 8%
CCN(CCO)C(=O)c1ccc2oc(Cc3ccc(Cl)cc3)nc2c1 | -29% | -9% | -2%
CCN(CC(=O)Nc1ccc(NC(C)=O)cc1)C(=O)c1ccc2ccccc2c1 | -9% | -4% | -9%
O=C(O)CCCN1C(=O)/C(=C\c2ccccc2OCc2ccccc2)SC1=S | 2% | -17% | 2%
O=C(Nc1ccc(N2CCN(C(=O)c3ccco3)CC2)c(Cl)c1)c1cc2ccccc2o1 | 4.1µM* | -22% | 8.2µM*
NNC(=O)CNC(=O)C12CC3CC(CC(C3)C1)C2 | 9% | 9% | -10%
COc1ccc(Oc2ncc3ncc(=O)n(C4CC4)c3n2)cc1 | -5% | -5% | 3%
C/C(=N/NC(=O)CSc1nc2ccccc2s1)c1ccncc1 | u | -4% | u
CC1Cc2c([nH]c(=O)n(-c3ccccc3)c2=O)O1 (centres undefined) | -4% | x | 1%
O=C(Nc1ccc2c(c1)OCO2)c1ccccc1SCC(=O)N1CCCC1 | 7% | -4% | 1%
Cc1cccc(N=Nc2c(O)[nH]c3ccc(F)cc23)c1 | -20% | 0% | -23%
Cc1nc2c(c(N3CCOCC3)n1)OCC(=O)N2 | -11% | -3% | -27%
CN(C(=O)c1nn(C)c2c1CSc1ccccc1-2)c1ccc(F)cc1 | -21% | -1% | -2%
O=C(CSc1ncnc2sccc12)NC1CCS(=O)(=O)C1 (centres undefined) | 9% | 1% | 2%
CCCC1S/C(=N/N=C/c2ccco2)NC1=O (centres undefined) | -3% | 2% | -12%
COC(=O)C1=C(C(=O)OC)SC2(S1)C(C(=O)OC)=C(C(=O)OC)SC1=C2c2cccc(C)c2NC1(C)C | 9.2µM* | -4% | 23µM*
Cc1ccc(CNC(=O)CSc2c3c(nc4ccc(Cl)cc24)CCCC3)cc1 | u | -5% | u
CN(Cc1ccon1)C(=O)CC1C(=O)NCCN1CC1CCCCC1 (centres undefined) | 19% | -11% | -8%
Cc1ccccc1OCC(=O)NNC(=O)Cc1ccc(S(=O)(=O)N2CCOCC2)s1 | -27% | -2% | -27%
Cc1ccc(CNC(=O)CN2N=C(c3ccc(C)cc3)CCC2=O)cc1 | -14% | -3% | -18%
O=C(c1cc(-c2ccccc2O)on1)N1CCCCC1 | -4% | -2% | -21%
CCCCNC(=O)CSc1nc2cc3c(cc2c(=O)n1CCCN(CC)CC)OCO3 | -14% | -5% | -20%
CCN1CN(Cc2ccco2)CNC1=S | 10% | -1% | -6%
Cc1ccc(S[C@@H](CCN2CC[C@H](O)CCC2=O)c2ccccc2)cc1 | 11%&-7% | 2% | -11%&-19%
O=C(O)Cc1sc(Nc2ccccc2)nc1-c1cccs1 | 3% | -1% | -26%
O=C(CCn1cccc1)Nc1ccc(OC(F)(F)F)cc1 | -16% | -4% | -3%
CCN1/C(=C/C(=O)c2ccco2)Sc2ccccc21 | -19% | -11% | -5%
COc1cccc(CNC(=O)CCC2CCCN(C(=O)c3cc(C)on3)C2)c1 (centres undefined) | -5% | 9% | u
CCS(=O)(=O)N1Cc2ccccc2CC1C(=O)N1CCN(c2cccc(C)c2C)CC1 (centres undefined) | u | -3% | 15µM*
NC(=O)CSc1ccc(-c2ccc(F)cc2)nn1 | 2% | 0% | 2%
O=C(O)C1CC=C(Cl)CC1C(=O)NC1CCCCC1 (centres undefined) | 1% | 1% | 12%
Cc1ccc2cn[nH]c2c1[N+](=O)[O-] | 31%[activator] | -6% | 6%
CCc1noc(C)c1C(=O)Nc1cc(Cl)ccc1N1CCCC1 | u | -18% | 18µM*
COCCNc1nc(-c2ccccc2)nc2c1oc1ccccc12 | 3% | -19% | u
Cn1c(CSc2nnc(SCc3ccccc3)s2)nc2ccccc21 | -22% | 4% | -29%
Cc1scc(CN2CCN(c3ccccc3F)CC2)c1C | -27% | -5% | u
COc1ccc(-c2nc3ccc(N4CCCC4)cc3c(=O)[nH]2)cc1OC | 13µM* | -6% | 21µM*
COc1ccccc1C1C(C(C)=O)=C(C)N=c2s/c(=C\c3cc(OC)c(OC)c(OC)c3)c(=O)n21 (centres undefined) | 16µM* | -8% | 21µM*
CCCN(CCC)CCNC(=O)c1cc2c(C)nc3ccccc3c2o1 | u | 0% | u
CCOC(=O)c1cc(=O)c2ccc(OCc3ccccc3)cc2o1 | 0% | -9% | -11%
O=C(NCc1ccc(Cl)cc1)c1cccc(S(=O)(=O)N2CCCC2)c1 | u | -2% | -27%
O=C(CCC(=O)c1cccs1)OCC(=O)c1ccc(F)cc1 | 13% | 1% | 0%
COc1cc(/C=C/C(=O)Nc2nc3ccc(S(=O)(=O)NC(C)C)cc3s2)cc(OC)c1OC | -2% | -7% | -7%
COc1cccc(NC(=O)c2nnn(Cc3ccc(Br)cc3F)c2N)c1 | -2% | 1% | -14%
CC(C)CNc1oc(-c2ccco2)nc1C#N | 0% | -2% | -15%
O=C1c2ccccc2C(=O)N1CCCC(=O)N1CCCc2ccccc21 | -17% | 3% | u
Cc1[nH]c2ccccc2c1C(=O)COC(=O)C1CC(=O)N(Cc2ccccc2)C1 (centres undefined) | 6% | -9% | -22%
Cc1cc(C(=O)OCC(=O)N2CC(=O)Nc3ccccc32)c(C)n1-c1ccccc1 | -11% | 3% | u
CCn1c(SCC(=O)N2CCC(C)CC2)nnc1-c1ccccc1O | -17% | 0% | -28%
COc1cc(C)c(S(=O)(=O)NCc2ccc3c(c2)OCO3)cc1C | -18% | 0% | -16%
CCn1cc(C(=O)OCC(=O)Nc2ccc(S(=O)(=O)N3CCCC3)cc2)c(=O)c2ccc(C)nc21 | -25% | -5% | u
Nc1nc(SCc2ccc(Br)cc2)n[nH]1 | 21% | u | -5%
COc1cccc(S(=O)(=O)N(C)C[C@H]2OCc3cnnn3CCCC(=O)N([C@H](C)CO)C[C@H]2C)c1 | -7% | x | -10%
Cc1ccc(CSCCNC(=O)c2cccc([N+](=O)[O-])c2)cc1 | u | 0% | u

More structures:
Molecule | TDP1 cell CPT | KAT2A inh | DT40 TDP1 no CPT
CC(=O)c1ccc(OCC(O)CN2CCc3ccccc3C2)cc1 (centres undefined) | -18% | -7% | u
CCN(CC)c1ccc(N=C2C=CC(=O)C=C2NC(C)=O)cc1 | 5.2µM* | x | 2.9µM*
C=CCn1c(SCC(=O)Nc2nnc(CC)s2)nnc1-c1cccnc1 | -22% | 2% | -14%
CCc1cccc(C)c1NC(=O)CSc1nnc(N)s1 | -3% | -4% | -6%
CCCN1CCC(=O)N([C@H](CSc2ccc(C)cc2)c2ccccc2)CC1 | 16µM* | -7% | 8.2µM*
Cc1[nH]c(=O)c(C#N)c(C)c1Br | -5% | 1% | -11%
COc1ccc(N2CCN(C(=O)c3oc4ccccc4c3NC(=O)Cc3ccc(OC)c(OC)c3)CC2)cc1 | u | -6% | 0%
CC1Sc2ccc(C(=O)Nc3ncccc3O)cc2NC1=O (centres undefined) | -24% | -9% | u
COc1cccc2cc(C(=O)OC(C)C(=O)c3ccc(C)cc3)c(=O)oc12 (centres undefined) | -15% | -2% | 25%
Cc1ccc(NC(=O)C(C)OC(=O)Cn2[nH]c(=O)c3ccccc3c2=O)cc1 (centres undefined) | -24% | 3% | -7%
CN(C)CCCN(C(=O)c1ccc(S(=O)(=O)N2CCc3ccccc3C2)cc1)c1nc2c(F)cccc2s1 | u | -1% | u
CC(=O)NC[C@H]1CN(c2ccc(N3CCOCC3)c(F)c2)C(=O)O1 | u | 4% | u
O=C(N/N=C/c1cn(-c2ccccc2)nc1-c1cccnc1)c1ccccc1 | 23µM* | -11% | 23µM*
Cc1cc(=O)oc(C)c1C(=O)N[C@@H](Cc1ccccc1)C(=O)O | 1% | 4% | -28%
O=C(C1CC(=O)N(c2ccc3c(c2)OCCO3)C1)N1CCN(c2ccccc2)CC1 (centres undefined) | -27% | -13% | -28%
CCOC(=O)C1=C(C)N(CCCC(=O)O)C(=O)NC1c1ccccc1OS(=O)(=O)c1ccc([N+](=O)[O-])cc1 (centres undefined) | -15% | x | -1%
CCN(CC)S(=O)(=O)c1cc(NC(=O)C2Cc3ccccc3C(=O)O2)ccc1C (centres undefined) | u | -6% | u
CCCSc1nnc(N)s1 | -9% | 3% | -14%
COc1ccccc1CC1CC(=O)N(c2ccc([N+](=O)[O-])cc2)C1=O (centres undefined) | -4% | x | -23%
NC(=O)CSc1nnc(Cc2ccc3c(c2)OCO3)n1C1CCCCC1 | -28% | -1% | -5%
O=C(CCC1CCCC1)NCCCNC(=O)CCC1CCCC1 | 1% | -2% | -2%
COc1cc(OC)c(C2N(c3ccc(Cl)c(Cl)c3)C(=O)C3CCCN32)cc1OC (centres undefined) | u | -14% | u
Cc1ccc(C)c(S(=O)(=O)N2CCN(C(=O)C3CCN(c4ncnc5sc(C)c(C)c45)CC3)CC2)c1 | 15µM* | 3% | 10µM*

Some entries already given, reduced to TDP1 cell CPT:
Compound	TDP1 cell CPT
COC(=O)CN1C(=O)C2(C(C#N)=C(N)Oc3cc(C)oc(=O)c32)c2ccccc21 (centres undefined)	-1%
Cc1ccc(-c2nn(CC(=O)NCc3cc(-c4nn(C)c(=O)c5ccccc45)ccc3C)c(=O)c3ccccc23)cc1	15µM*
CN(C)CC(C)(C)CNC(=O)c1cnn(-c2nccc(-c3ccc4c(c3)OCO4)n2)c1-c1ccco1	-20%[9.04 µM]
N#Cc1cc(-c2ccccc2)nnc1Sc1ccccc1	-11%
N#CCc1ccc(NC(=O)Cn2c(=O)oc3ccccc32)cc1	0%
